M1 ag: human M1 muscarinic receptor agonists, primary screen, Fluo-8 calcium fluorescence, CHO-K1 cells, HTS; CHO-K1 hM1, agonist mode; 0% DMSO, 100% acetylcholine EC100; activation, % at 3 µM; 0.33% of 360,000 active; AID 588814, 2011;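 active = activation above the run's mean compound activation plus 3 SD, cut at about 16% in these data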;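 note: peak over basal fluorescence ratio within a 140 s kinetic read after compound addition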
Target sequence (P11229 whole entry, looked up): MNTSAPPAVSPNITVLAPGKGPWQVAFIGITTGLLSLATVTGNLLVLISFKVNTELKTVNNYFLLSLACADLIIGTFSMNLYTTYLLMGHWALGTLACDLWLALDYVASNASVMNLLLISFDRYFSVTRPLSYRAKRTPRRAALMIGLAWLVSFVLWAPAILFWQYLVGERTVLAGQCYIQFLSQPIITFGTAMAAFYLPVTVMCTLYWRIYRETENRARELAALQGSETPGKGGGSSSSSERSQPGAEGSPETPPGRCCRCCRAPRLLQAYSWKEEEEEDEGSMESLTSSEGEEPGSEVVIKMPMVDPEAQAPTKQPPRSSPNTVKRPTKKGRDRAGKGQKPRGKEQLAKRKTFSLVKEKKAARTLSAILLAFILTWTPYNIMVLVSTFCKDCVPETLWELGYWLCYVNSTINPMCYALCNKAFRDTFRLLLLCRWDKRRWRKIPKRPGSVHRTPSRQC
CHO parental Ca: ATP-evoked calcium signal inhibitors, parental CHO, primary screen, counter-screen for OX1R antagonist project, cell-based, fluorescence, Fluo-8 calcium dye; parental CHO-K1, ATP-induced calcium, Fluo-8 fluorescence; inhibition, % at 5.6 µM; 0.63% of 330,000 active; AID 463079, 2010;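 active = inhibition above that plate's mean sample inhibition plus 3 SD, cut at about 26% in these data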;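 note: 0% = ATP-challenged DMSO wells and 100% = DMSO wells without ATP; some compounds past the cut are filed as inactive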
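Test system: untransfected parental CHO cell line; also added: ATP stimulus; dosing: 5.6 µM, single dose; signal: calcium-sensitive Fluo-8 fluorescence; measure: percent inhibition of ATP-evoked calcium rise, normalized to controls; benchmarks: low control ATP plus DMSO, high control DMSO only; replication: one well per compound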
M1 PAM: human M1 muscarinic receptor positive allosteric modulators, primary screen, CHO-K1 cells, Fluo-8 calcium fluorescence, 1536-well | Muscarinic acetylcholine receptor M1 (Homo sapiens), P11229 | CHO-K1 hM1, ACh EC20; 0% = ACh EC20, 100% = maximal ACh | activation, % at 3 µM | 0.088% of 360,000 active | AID 588819, 2011; in the data active = activation above about 19%, passing the limit was not always enough
TAAR1 agonist: human TAAR1 agonists, primary screen, Fluo-8 calcium fluorescence, CHO RD-HGA16 cells. vehicle wells 0%, saturating PEA agonist 100%. 0.99% of 360,000 active. activation, % at 3 µM;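 active = activation above the mean activation of all test compounds in the run plus 3 SD, cut at about 38% in these data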
Target sequence (Q96RJ0 whole entry, looked up): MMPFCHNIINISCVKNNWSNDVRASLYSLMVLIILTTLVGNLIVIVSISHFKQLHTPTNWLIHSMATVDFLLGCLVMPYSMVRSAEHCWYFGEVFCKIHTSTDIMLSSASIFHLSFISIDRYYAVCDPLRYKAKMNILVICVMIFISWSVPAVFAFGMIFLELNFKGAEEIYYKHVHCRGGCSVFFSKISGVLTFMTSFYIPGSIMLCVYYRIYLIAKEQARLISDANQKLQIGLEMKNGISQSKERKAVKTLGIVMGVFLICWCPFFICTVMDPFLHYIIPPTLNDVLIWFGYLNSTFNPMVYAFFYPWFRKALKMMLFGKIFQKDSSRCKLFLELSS
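Test system: RD-HGA16 (CHO) cells co-expressing Gα16 and hTAAR1 | Doses: Single dose, 3 µM | Schedule: 17-24 h seeding, 75 min 37 °C dye, 30 min RT | Evaluation: % activation from peak over basal fluorescence ratio, DMSO-to-PEA scaled | Technique: Kinetic Fluo-8 calcium fluorescence | Benchmarks: Low control DMSO, high control PEA (EC100)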
CHRM1 antagonist: human M1 muscarinic receptor antagonists, primary screen, CHO-K1 cells, Fluo-8 calcium fluorescence, 1536-well | inhibition, % at 3 µM | 1.3% of 360,000 active | AID 588852, 2011 | CHO-K1 hM1, ACh EC80 antagonist;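 active = percent inhibition above its own plate's cutoff, namely the mean of that plate's compound wells plus 3 SD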;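 note: peak over basal fluorescence ratio during 140 s after agonist addition; 0% = ACh EC80 plus DMSO and 100% = DMSO alone without agonist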
CHO-K1 Ca antag: counter-screen for M1 antagonists: effect in parental CHO-K1 cells; inhibition, % at 3 µM; 0.6% of 360,000 active; AID 602250; ATP-induced calcium, Fluo-8 fluorescence;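 active = inhibition above a per-plate cutoff, the plate's mean sample inhibition plus 3 SD, cut at about 24% in these data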;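 note: 0% = DMSO plus EC80 ATP and 100% = DMSO alone without ATP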
CHO-K1 Ca ag: counter-screen for M1 agonists: effect in parental CHO-K1 cells; Fluo-8 calcium fluorescence; scaled to maximal ATP response, vehicle zero; activation, % at 3 µM; 0.48% of 360,000 active; AID 602248, 2012; in the data active = activation above about 15%;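 note: untransfected CHO-K1 host cells lacking M1 receptor as counterscreen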
TAAR1 antagonist: human TAAR1 antagonists, primary screen, Fluo-8 calcium fluorescence, CHO RD-HGA16 cells; inhibition, % at 3 µM; 1.5% of 360,000 active; antagonist; AID 624466, 2012;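 active = inhibition above a per-plate cutoff, the mean inhibition of test compounds on that plate plus 3 SD, cut at about 49% in these data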;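 note: 0% = DMSO plus EC80 beta-PEA response and 100% = DMSO alone without agonist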
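Test system: RD-HGA16 CHO cells with stable hTAAR1 and Gα16 / Probe or stimulus: EC80 β-phenethylamine stimulus / Times: seeding 17-24 h prior, 75-min 37 °C, 30-min RT dye loading / Detection: Fluo-8 calcium-sensitive fluorescence / Read-out basis: % inhibition scaled between DMSO and EC80 PEA controls / Repeats: singlicate, one well per test compound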
M1 PAM parental: nonselective calcium activators in parental CHO-K1 cells, primary screen, counter-screen for M1 PAM project, cell-based, Fluo-8 calcium fluorescence, full deck, 1536-well; ATP EC20; 0% at ATP EC20, 100% at ATP max; activation, % at 3 µM; 0.02% of 360,000 active;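 active = activation above the run cutoff, the mean activation of all test compounds plus 3 SD, cut at about 40% in these data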;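 note: peak over basal fluorescence ratio in a 140 s read after ATP addition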
* = called active by the depositor.

What do the screens show for `C/C(=N\NC(=O)c1ccncc1)c1c(O)n(-c2ccccc2)c(=O)[nH]c1=O`?
M1 ag: -3; CHO parental Ca: -22; M1 PAM: 6; TAAR1 agonist: 4; CHRM1 antagonist: -1; CHO-K1 Ca antag: -10; CHO-K1 Ca ag: 1.8; TAAR1 antagonist: -17; M1 PAM parental: 15

What do the screens show for `CN1CCc2c(c(N3CCCCC3)nc3n[nH]c(N)c23)C1`?
M1 ag: -7; CHO parental Ca: -8; M1 PAM: 4; TAAR1 agonist: 8; CHRM1 antagonist: -2; CHO-K1 Ca antag: -17; CHO-K1 Ca ag: 0.2; TAAR1 antagonist: 12; M1 PAM parental: 18

Results for CCN1C[C@]2(COC)CC[C@H](O)[C@@]34C5C[C@@H]6[C@@H](OC)C[C@@](O)(C5[C@H]6O)[C@](O)([C@@H](OC)C23)[C@@H]14 (stereo not given in full) ?
M1 ag: -2; CHO parental Ca: -1; M1 PAM: 5; TAAR1 agonist: 3; CHRM1 antagonist: -13; CHO-K1 Ca antag: -2; CHO-K1 Ca ag: -0.2; TAAR1 antagonist: -1; M1 PAM parental: 4

How did CN1CCCN(C(=O)COc2ccccc2)CC1 do in these assays?
M1 ag: -6; CHO parental Ca: -4; M1 PAM: 4; TAAR1 agonist: 3; CHRM1 antagonist: -9; CHO-K1 Ca antag: 7; CHO-K1 Ca ag: 1.5; TAAR1 antagonist: -20; M1 PAM parental: -2

Results for CC(C(N)=O)N1CC(c2ccc(Cl)cc2)CC1=O (stereo not given) ?
M1 ag: -4; CHO parental Ca: 11; M1 PAM: 9; TAAR1 agonist: 18; CHRM1 antagonist: -18; CHO-K1 Ca antag: -3; CHO-K1 Ca ag: 0.6; TAAR1 antagonist: -4; M1 PAM parental: 16

Results for O=C1CC(=O)N(Cc2ccccc2)C(=S)N1 ?
M1 ag: -3; CHO parental Ca: 10; M1 PAM: 6; TAAR1 agonist: -5; CHRM1 antagonist: -6; CHO-K1 Ca antag: -14; CHO-K1 Ca ag: 0.9; TAAR1 antagonist: 17; M1 PAM parental: 8

What do the screens show for `Cc1cccc(CSc2nc3c(cc2C#N)CN(C)CC3)c1`?
M1 ag: -1; CHO parental Ca: -15; M1 PAM: 7; TAAR1 agonist: 8; CHRM1 antagonist: -14; CHO-K1 Ca antag: -14; CHO-K1 Ca ag: 0.2; TAAR1 antagonist: 8; M1 PAM parental: 11

How did Cc1ccc(N2C(=O)NC(=O)/C(=C\c3cc(C)n(-c4cc(C(=O)O)cc(C(=O)O)c4)c3C)C2=O)cc1 do in these assays?
M1 ag: 0; CHO parental Ca: -7; M1 PAM: 11; TAAR1 agonist: 7; CHRM1 antagonist: 11; CHO-K1 Ca antag: 0; CHO-K1 Ca ag: 0.1; TAAR1 antagonist: -10; M1 PAM parental: 3

How did COc1ccc(CCNCc2ccc(Br)cc2)cc1OC do in these assays?
M1 ag: -7; CHO parental Ca: -13; M1 PAM: 2; TAAR1 agonist: 15; CHRM1 antagonist: -20; CHO-K1 Ca antag: -17; CHO-K1 Ca ag: 5.2; TAAR1 antagonist: -11; M1 PAM parental: 18

What do the screens show for `CSc1ncc(Cl)c(C(=O)O)n1` (tested in a mixture with another compound)?
M1 ag: -4; CHO parental Ca: -10; M1 PAM: 5; TAAR1 agonist: 1; CHRM1 antagonist: -1; CHO-K1 Ca antag: -4; CHO-K1 Ca ag: 0.4; TAAR1 antagonist: -7; M1 PAM parental: 17

Results for CSc1nc(N)c(N=Nc2ccc([As](=O)(O)O)cc2)c(=O)[nH]1 ?
M1 ag: -3; CHO parental Ca: -11; M1 PAM: 16; TAAR1 agonist: 5; CHRM1 antagonist: -16; CHO-K1 Ca antag: -13; CHO-K1 Ca ag: 0.1; TAAR1 antagonist: 3; M1 PAM parental: 20

Results for O=C(c1ccc(CS(=O)(=O)c2ccccc2)o1)N1CCC2(CC1)OCCO2 ?
M1 ag: -3; CHO parental Ca: -15; M1 PAM: 9; TAAR1 agonist: 15; CHRM1 antagonist: -8; CHO-K1 Ca antag: -9; CHO-K1 Ca ag: 0.8; TAAR1 antagonist: 1; M1 PAM parental: 4

Ordered by formula weight (ascending): some entries from above
How did CN1CCCN(C(=O)COc2ccccc2)CC1 do in these assays?
M1 ag: -6; CHO parental Ca: -4; M1 PAM: 4; TAAR1 agonist: 3; CHRM1 antagonist: -9; CHO-K1 Ca antag: 7; CHO-K1 Ca ag: 1.5; TAAR1 antagonist: -20; M1 PAM parental: -2

Results for CC(C(N)=O)N1CC(c2ccc(Cl)cc2)CC1=O (stereo not given) ?
M1 ag: -4; CHO parental Ca: 11; M1 PAM: 9; TAAR1 agonist: 18; CHRM1 antagonist: -18; CHO-K1 Ca antag: -3; CHO-K1 Ca ag: 0.6; TAAR1 antagonist: -4; M1 PAM parental: 16

Results for O=C(c1ccc(CS(=O)(=O)c2ccccc2)o1)N1CCC2(CC1)OCCO2 ?
M1 ag: -3; CHO parental Ca: -15; M1 PAM: 9; TAAR1 agonist: 15; CHRM1 antagonist: -8; CHO-K1 Ca antag: -9; CHO-K1 Ca ag: 0.8; TAAR1 antagonist: 1; M1 PAM parental: 4

Following part
How did Cc1nc2ccccc2c(=O)n1-c1ccccn1 do in these assays?
M1 ag: 0; CHO parental Ca: -3; M1 PAM: 7; TAAR1 agonist: 0; CHRM1 antagonist: -5; CHO-K1 Ca antag: 18; CHO-K1 Ca ag: -0.2; TAAR1 antagonist: -13; M1 PAM parental: -7

Results for Clc1ccc2nc3c(c(-c4ccccc4)c2c1)CNCC3 ?
M1 ag: -12; CHO parental Ca: -7; M1 PAM: 2; TAAR1 agonist: 55*; CHRM1 antagonist: 6; CHO-K1 Ca antag: -8; CHO-K1 Ca ag: 9.0; TAAR1 antagonist: 22; M1 PAM parental: 21

What do the screens show for `CC(Cc1ccccc1)NC(=O)NC(C)Cc1ccccc1` (stereo not given)?
M1 ag: -2; CHO parental Ca: -8; M1 PAM: 8; TAAR1 agonist: 8; CHRM1 antagonist: -8; CHO-K1 Ca antag: 10; CHO-K1 Ca ag: -0.5; TAAR1 antagonist: 17; M1 PAM parental: 7

Results for C[C@H]1[C@@H](OS(=O)(=O)O)C[C@@H]2C[C@H]([C@@H](O)c3cc(=O)[nH]c(=O)[nH]3)NC3=NC[C@H]1N32 ?
M1 ag: -1; M1 PAM: 1; CHRM1 antagonist: -17; CHO-K1 Ca antag: -20; CHO-K1 Ca ag: 0.1; M1 PAM parental: 3

Results for CCOc1ccccc1N1C(=O)NC(=O)/C(=C/c2ccc3c4c(cccc24)CC3)C1=O ?
M1 ag: -5; CHO parental Ca: -11; M1 PAM: 3; TAAR1 agonist: 16; CHRM1 antagonist: 13; CHO-K1 Ca antag: 4; CHO-K1 Ca ag: -0.3; TAAR1 antagonist: -9; M1 PAM parental: 2

Results for COc1ccc(CNC(=O)CCC(=O)N2C[C@H]3C[C@H](C2)c2cccc(=O)n2C3)cc1OC ?
M1 ag: -1; CHO parental Ca: -4; M1 PAM: 10; TAAR1 agonist: 1; CHRM1 antagonist: -13; CHO-K1 Ca antag: 16; CHO-K1 Ca ag: -0.5; TAAR1 antagonist: 1; M1 PAM parental: -4

How did C=CCN1C(=O)/C(=C/c2cc(C)n(-c3cccnc3)c2C)C(=O)NC1=S do in these assays?
M1 ag: -4; CHO parental Ca: -15; M1 PAM: 7; TAAR1 agonist: 5; CHRM1 antagonist: -2; CHO-K1 Ca antag: -8; CHO-K1 Ca ag: -0.5; TAAR1 antagonist: 9; M1 PAM parental: 8

What do the screens show for `CC(C)Cc1nc(N2CCNCC2)c(C#N)c2c1CCC2`?
M1 ag: -8; CHO parental Ca: -23; M1 PAM: -3; TAAR1 agonist: 8; CHRM1 antagonist: 6; CHO-K1 Ca antag: -5; CHO-K1 Ca ag: 0.8; TAAR1 antagonist: 6; M1 PAM parental: 6

How did COC(=O)C1=C(c2ccc(Cl)c(C(F)(F)F)c2)C[C@@H]2CC[C@H]1N2C(=O)NC(C)C do in these assays?
M1 ag: -8; CHO parental Ca: -16; M1 PAM: 9; TAAR1 agonist: -1; CHRM1 antagonist: -21; CHO-K1 Ca antag: -16; CHO-K1 Ca ag: -0.2; TAAR1 antagonist: 15; M1 PAM parental: 13

How did CC(C)N1CCN(Cc2c[nH]c3ccccc23)CC1CCO (stereo not given) do in these assays?
M1 ag: -6; M1 PAM: 12; TAAR1 agonist: 1; CHRM1 antagonist: -11; CHO-K1 Ca antag: 3; CHO-K1 Ca ag: -0.3; TAAR1 antagonist: 1; M1 PAM parental: -2

What do the screens show for `CCOC(=O)C1(CCOc2ccccc2)CCN(Cc2ccccc2OC)CC1`?
M1 ag: -8; CHO parental Ca: -17; M1 PAM: -13; TAAR1 agonist: 8; CHRM1 antagonist: 10; CHO-K1 Ca antag: 1; CHO-K1 Ca ag: 3.3; TAAR1 antagonist: -5; M1 PAM parental: -1

Results for CSc1nc(C)c(Br)c(N2CC2)n1 ?
M1 ag: -10; M1 PAM: -2; TAAR1 agonist: 2; CHRM1 antagonist: -4; CHO-K1 Ca antag: -20; CHO-K1 Ca ag: 0.9; TAAR1 antagonist: -18; M1 PAM parental: 16

Results for CC(=O)N1CCC2(CC1)CC(=O)c1cc(OCC(=O)N3CCN(C)CC3)ccc1O2 ?
M1 ag: -4; CHO parental Ca: 8; M1 PAM: 0; TAAR1 agonist: 12; CHRM1 antagonist: 3; CHO-K1 Ca antag: -9; CHO-K1 Ca ag: 0.2; TAAR1 antagonist: 5; M1 PAM parental: 9

How did CCCC(=O)NC(Oc1ccc(OC)cc1)C(Cl)(Cl)Cl (stereo not given) do in these assays?
M1 ag: -9; CHO parental Ca: -16; M1 PAM: 4; TAAR1 agonist: 4; CHRM1 antagonist: -1; CHO-K1 Ca antag: 9; CHO-K1 Ca ag: -0.6; TAAR1 antagonist: 16; M1 PAM parental: -8

How did O=c1[nH]c2ccccc2n1C1CCN(C(c2ccnc3ccccc23)c2nnnn2-c2ccc3c(c2)OCCO3)CC1 (stereo not given) do in these assays?
M1 ag: 0; M1 PAM: 3; TAAR1 agonist: 18; CHRM1 antagonist: -12; CHO-K1 Ca antag: -29; CHO-K1 Ca ag: 8.3; TAAR1 antagonist: 66*; M1 PAM parental: 33

What do the screens show for `CCCCn1c(=O)c(C(=O)Nc2cccc(C)c2)c(O)c2ccccc21`?
M1 ag: -4; CHO parental Ca: -6; M1 PAM: 7; TAAR1 agonist: 6; CHRM1 antagonist: -12; CHO-K1 Ca antag: -12; CHO-K1 Ca ag: 1.5; TAAR1 antagonist: 1; M1 PAM parental: 15

Screening results deposited in PubChem by The Scripps Research Institute Molecular Screening Center.

Some of the compounds tested; the hit share may differ from the screen's.
